Jurkat NFkB inh: inhibitors of the PMA/ionomycin-induced NF-kB reporter in Jurkat cells; PMA/ionomycin-induced NF-kB luciferase reporter, luminescence; inhibition, % at 4 µM; 330,000 compounds, 0.53% hits; AID 435003
SENP7 inh: SENP7 protease inhibition; 330,000 compounds, 1.5% hits; inhibition, % at 5 µM; recombinant SENP7, Z-RLRGG-aminoluciferin luminescence, 40 min; Q9BQF6;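 active means inhibition above about 50% at the single test dose, limit read from the data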;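 further: plate controls were DMSO with enzyme for no effect and no enzyme buffer wells for full effect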
Target sequence (Q9BQF6 706-1050 limits assumed): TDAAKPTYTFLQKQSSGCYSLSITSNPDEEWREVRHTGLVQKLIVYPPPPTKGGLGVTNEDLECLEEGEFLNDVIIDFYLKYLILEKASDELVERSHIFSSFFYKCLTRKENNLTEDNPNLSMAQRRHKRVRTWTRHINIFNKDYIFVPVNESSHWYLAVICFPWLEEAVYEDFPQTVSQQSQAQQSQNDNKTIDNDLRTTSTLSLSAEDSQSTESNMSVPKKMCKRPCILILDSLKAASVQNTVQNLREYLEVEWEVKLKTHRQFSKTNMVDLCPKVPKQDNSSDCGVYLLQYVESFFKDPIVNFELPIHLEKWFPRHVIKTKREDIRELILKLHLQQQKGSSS
Gli-Sufu block: antagonists of Gli-Sufu signaling | Sufu-KO-LIGHT fibroblasts, Gli luciferase reporter luminescence | inhibition, % at 5 µM | 340,000 compounds, 0.74% hits;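 active means inhibition above about 55%, limit read from the data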;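 further: 0% = DMSO-treated cells and 100% = wells with medium but no cells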
HKDC1 inh: inhibitors of human hexokinase HKDC1; inhibition, % at 20 µM; Q2TB90; 340,000 compounds, 0.16% hits; recombinant HKDC1, G6PDH/diaphorase resazurin coupled fluorescence;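 active means inhibition above about 35% when tested at 20 µM, limit read from the data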;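 further: plate controls were DMSO wells with enzyme for no effect and DMSO wells lacking enzyme for full effect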
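Material: recombinant HKDC1 hexokinase; Amount: HKDC1 at 5 µg/mL; Medium: Tris pH 8.0 buffer with MgCl2, Tween-20, BSA, BME; Schedule: 90 min reaction incubation at room temperature, dark; Technique: coupled resazurin fluorescence, excitation 525 nm, emission 613 nm.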
Apaf1 inhib: blocks human Apaf-1 apoptosome activity; O14727; reconstituted apoptosome caspase-3 activity, DEVD-Rh110 fluorescence; inhibition, % at 20 µM; 330,000 compounds, 0.71% hits; active means inhibition of at least 40% at 20 µM;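 further: plate controls were DMSO wells for no effect and DEVD-CHO caspase inhibitor wells for full effect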
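Medium: Hepes buffer, pH 7.5 / System: biochemical Apaf-1 apoptosome reconstitution / Measured by: Rh110 fluorescence, excitation 480 nm, emission 540 nm / Times: compound with Apaf-1, dATP, procaspase-3 30 min, then 50 min reaction, room temperature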
697 NFkB inh: lowers PMA/ionomycin-induced NF-kB signal in 697 B cells; inhibition, % at 4 µM; 697 B-cell NF-kB luciferase reporter, 16 h; 330,000 compounds, 0.33% hits; in the data active means inhibition above about 35%
UBC13 polyUb: human UBC13 polyubiquitination inhibition. 330,000 compounds, 0.47% hits. UBC13 polyubiquitin chain formation, TR-FRET. P61088. inhibition, % at 20 µM; in the data active means inhibition above about 45%, passing the limit was not always enough; inconclusive means no clear call, values can overlap the other calls
Target sequence (P61088 whole entry, looked up): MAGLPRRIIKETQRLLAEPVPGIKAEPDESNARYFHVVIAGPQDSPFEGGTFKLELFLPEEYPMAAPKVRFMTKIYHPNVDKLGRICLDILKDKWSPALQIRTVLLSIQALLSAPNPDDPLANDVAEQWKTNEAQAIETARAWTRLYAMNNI
SENP8 inh: inhibitors of human SENP8 protease; inhibition, % at 10 µM; 330,000 compounds, 1.2% hits; purified SENP8, Z-RLRGG-aminoluciferin cleavage, luminescence; AID 2540
Target sequence (Q96LD8 whole entry, looked up): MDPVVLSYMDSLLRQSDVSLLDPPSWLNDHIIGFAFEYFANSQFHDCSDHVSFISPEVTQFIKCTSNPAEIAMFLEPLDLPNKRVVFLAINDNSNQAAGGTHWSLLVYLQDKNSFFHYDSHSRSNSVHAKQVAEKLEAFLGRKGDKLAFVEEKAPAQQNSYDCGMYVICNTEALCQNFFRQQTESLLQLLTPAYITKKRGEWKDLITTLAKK
Numbers without * were called inactive; ? = inconclusive. Unless noted, no stated cut-off is given here; in the data, active means inhibition above about 50%; inactive means the rest. An unsorted share of the library (roughly 3.6% active in at least one column).

No. | structure | Jurkat NFkB inh | SENP7 inh | Gli-Sufu block | HKDC1 inh
1 | c1ccc(CCc2nc(-c3cccnc3)no2)cc1 | -29 | -5 | -32 | -3
2 | COC(=O)Nc1ccc(S(=O)(=O)N2CCCC(C(=O)O)C2)cc1 (configuration not stated) | -5 | -8 | 3 | -3
3 | CC1=NN(C(=O)Cn2nc([N+](=O)[O-])c(Br)c2C)C(O)(C(F)(F)F)C1 (configuration not stated) | -6 | -1 | -8 | 4
4 | Cc1ccccc1OCC(=O)NCC(c1ccco1)N1CCCCC1 (configuration not stated) | -3 | 11 | 22 | -2
5 | COc1ccc(C(C)NC(=O)c2ccoc2C)cc1OC (configuration not stated) | 5 | -3 | 5 | -12
6 | Cc1nc(Nc2nc3c(c(=O)[nH]2)CCC3)nc2ccccc12 | 85* | 8 | -8 | 3
7 | Cc1cc2ncn(S(=O)(=O)N3CCCCC3)c2cc1C | 3 | 2 | 9 | -5
8 | O=C(COc1cccc(F)c1)NNC(=O)Cc1ccc(Br)cc1 | -1 | 2 | -2 | 4
9 | COc1ccc(OCC(O)CNS(=O)(=O)c2cccc(Cl)c2)cc1 (configuration not stated) | 11 | 0 | 11 | -2
10 | COC(=O)C(NC(=O)c1ccc(C)cc1)(Nc1cccc(C)n1)C(F)(F)F (configuration not stated) | -1 | -1 | -21 | -2
11 | Cc1ccc(C)c(S(=O)(=O)N(C(=O)c2ccncc2)c2ccc(OC(=O)c3ccncc3)cc2)c1 | 2 | 2 | 0 | -3
12 | Cc1ccc(C)c(OCc2cc(C(=O)NC3CCN(Cc4ccccc4)CC3)no2)c1 | 17 | 4 | 48 | 9

No. | Apaf1 inhib | 697 NFkB inh | UBC13 polyUb | SENP8 inh
1 | -1 | -27 | 7 | -13
2 | 2 | 0 | -8 | -8
3 | 5 | -21 | -5 | -2
4 | 9 | -22 | -4 | -7
5 | -11 | 24 | 2 | 1
6 | 0 | -182 | -15 | -2
7 | 4 | -10 | 6 | -2
8 | 5 | 11 | 8 | -8
9 | -13 | -10 | 1 | -2
10 | 14 | -18 | 4 | 8
11 | 5 | 0 | 27 | -6
12 | 20 | -24 | 40 | 1

More structures follow:
No. | structure | Jurkat NFkB inh | SENP7 inh | Gli-Sufu block | HKDC1 inh
13 | COc1ccc(C(=O)c2ccc(CC#N)s2)cc1 | -34 | 5 | -34 | 0
14 | COc1ccc(C2(O)C(=O)Nc3ccc(C)cc32)cc1 (configuration not stated) | 1 | -1 | 7 | -4
15 | COc1ccc(CCNC(=O)c2cc(C)oc2C)cc1 | -28 | -1 | -1 | -7
16 | CCN(C1CCCCC1)S(=O)(=O)c1ccc(S(=O)(=O)N2CCN(CCC#N)CC2)cc1 | 4 | 8 | 18 | 1
17 | C[C@@H]1CN([C@@H](C)CO)C(=O)Cc2cc(NS(=O)(=O)c3ccccc3)ccc2O[C@H]1CN(C)Cc1ccncc1 | -5 | -4 | -5 | -6
18 | NS(=O)(=O)c1ccc(CCNCC(=O)NCc2ccccc2Cl)cc1 | -30 | -3 | 10 | -1
19 | Cc1ccc(SCCC(=O)Nc2ccccc2C(=O)NC(C)C)cc1 | 3 | -11 | 1 | -4
20 | CC1CCc2cc(F)cc3c(O)c(C(=O)NCC4CCCO4)c(=O)n1c23 (configuration not stated) | -17 | 5 | 3 | -14
21 | CCCNC(=O)Cc1ncn[nH]1 | 6 | 7 | -2 | -6
22 | COC(=O)c1cccc(NC(=S)N2CCN(C)CC2)c1 | 6 | 2 | -21 | -3
23 | O=C(O)/C=C/c1cn(-c2ccccc2)nc1-c1cc2ccccc2oc1=O | -164 | 6 | 4 | 15
24 | COc1ccccc1COCC(O)CN1CCCCC1CO (configuration not stated) | -4 | -4 | 2 | -3

No. | Apaf1 inhib | 697 NFkB inh | UBC13 polyUb | SENP8 inh
13 | -7 | -31 | -6 | -11
14 | -1 | -6 | 3 | 1
15 | 2 | -12 | -9 | 5
16 | 7 | 7 | 2 | -4
17 | 13 | 16 | 13 | -8
18 | 0 | -52 | -7 | 0
19 | 0 | -15 | -8 | -13
20 | 21 | 0 | ? | 7
21 | 9 | 9 | -11 | -1
22 | -9 | -4 | 5 | -8
23 | -2 | -154 | -11 | -18
24 | 11 | 13 | 0 | -15

Continuation:
No. | structure | Jurkat NFkB inh | SENP7 inh | Gli-Sufu block | HKDC1 inh
25 | O=C1c2ccccc2C(Nc2ccccc2)N1Cc1ccc2c(c1)OCO2 (configuration not stated) | 0 | -7 | 3 | 2
26 | COC(=O)c1cc(S(=O)(=O)N2CCN(Cc3ccccc3)CC2)cn1C | -3 | -1 | -2 | -2
27 | O=C(CSc1nnc(-c2ccccn2)o1)Nc1ccccc1Cl | -57 | 1 | -67 | -5
28 | CCOc1cc(CO)cc(Br)c1OCC(=O)O | 3 | 10 | 5 | 0
29 | Cc1cc(=O)oc2cc(OC(C(=O)O)c3ccccc3)ccc12 (configuration not stated) | -24 | 11 | 2 | -1
30 | Cc1cccc(C(C(N)=O)c2ncc(C(F)(F)F)cc2Cl)c1 (configuration not stated) | 16 | 0 | -13 | -6
31 | COC(=O)c1cn(NC(=O)c2ccncc2)c(=O)c2ccccc12 | -7 | 0 | 5 | 2
32 | COc1ccc(-n2ccn(CC(=O)Nc3ccc(OC)cc3OC)c(=O)c2=O)cc1 | -1 | -2 | 4 | 5
33 | CC(C)S(=O)(=O)c1csc(C(=O)NN)c1Cl | 7 | -4 | 2 | -6
34 | Cc1cc(C)c(NC(=O)CNC(=O)c2ccccc2SCC(=O)N2CCCC2)c(C)c1 | -13 | 1 | 0 | -4
35 | N#CCC(=O)Nc1ccc(C(=O)OCC(=O)Nc2ccc3ccccc3c2)cc1 | -6 | 5 | -17 | 5
36 | Cc1ccccc1C(=NC(=O)c1ccccc1)c1ccccc1 | -2 | 2 | 3 | 6

No. | Apaf1 inhib | 697 NFkB inh | UBC13 polyUb | SENP8 inh
25 | -7 | -47 | 0 | 1
26 | -12 | 11 | -4 | 5
27 | -4 | -115 | 0 | 3
28 | 5 | 15 | -9 | -15
29 | 2 | -8 | 0 | -1
30 | 0 | 18 | 9 | 4
31 | -9 | 15 | -3 | -5
32 | -5 | -1 | 3 | -9
33 | -11 | 15 | -4 | 4
34 | 4 | 6 | 6 | -3
35 | -16 | 18 | -25 | 6
36 | 5 | 1 | 9 | -2

An excerpt from above in order of length of the SMILES, largest number first.
No. | structure | Jurkat NFkB inh | SENP7 inh | Gli-Sufu block | HKDC1 inh
32 | COc1ccc(-n2ccn(CC(=O)Nc3ccc(OC)cc3OC)c(=O)c2=O)cc1 | -1 | -2 | 4 | 5
25 | O=C1c2ccccc2C(Nc2ccccc2)N1Cc1ccc2c(c1)OCO2 (configuration not stated) | 0 | -7 | 3 | 2
27 | O=C(CSc1nnc(-c2ccccn2)o1)Nc1ccccc1Cl | -57 | 1 | -67 | -5

No. | Apaf1 inhib | 697 NFkB inh | UBC13 polyUb | SENP8 inh
32 | -5 | -1 | 3 | -9
25 | -7 | -47 | 0 | 1
27 | -4 | -115 | 0 | 3

Going on with the list.
No. | structure | Jurkat NFkB inh | SENP7 inh | Gli-Sufu block | HKDC1 inh
37 | CCC1CCCCN1CCCNC(=O)Cn1cnc2sc(C)c(S(=O)(=O)N3CCC(C)CC3)c2c1=O (configuration not stated) | -4 | -2 | -6 | -5
38 | O=C(NCc1cccc(C(F)(F)F)c1)c1cccc(Cl)c1Cl | -15 | 5 | -21 | -14
39 | COC(=O)c1sc(S(=O)(=O)NCC(=O)O)c(C(=O)OC)c1C | 0 | 0 | -12 | -5
40 | COC(=O)CNC(=O)c1c(-c2c(Cl)cccc2Cl)noc1C | 13 | -3 | 1 | -9
41 | C[C@H](CO)N1C[C@H](C)[C@@H](CN(C)S(=O)(=O)c2cn(C)cn2)Oc2ccc(NC(=O)C3CCCCC3)cc2C1=O | -13 | -4 | -4 | -8
42 | CN(c1ccc(OCC(=O)N2CCOCC2)cc1)S(=O)(=O)c1ccc(F)cc1 | -7 | -6 | -4 | -4
43 | CCn1ccnc1CN(C)Cc1nc(-c2ccc3c(c2)OCO3)no1 | -10 | 3 | -32 | -12
44 | CC(NC(=O)COC(=O)CCC(=O)c1ccc(Cl)cc1)c1ccccc1 (configuration not stated) | 11 | 11 | -2 | 0
45 | COc1ccccc1NS(=O)(=O)c1ccc(O)c(NC(=S)NCC2CCCO2)c1 (configuration not stated) | 4 | 5 | 6 | -4
46 | COC(=O)c1[nH]c2cc(OC)ccc2c1NC(=O)CN1CCC(C(N)=O)(N2CCCCC2)CC1 | -8 | 9 | 75* | 6
47 | Cc1ccccc1OCCNC(=O)c1ccco1 | -8 | 2 | -17 | -5
48 | CCc1ccc(CN(C)C(=O)CC2C(=O)NCCN2Cc2ccoc2)cc1 (configuration not stated) | -3 | 7 | 9 | -3
49 | Cc1cccc(-n2nc3c(c2NC(=O)CCCl)CSC3)c1 | -4 | -6 | 6 | -1
50 | COc1ccc(-c2c[n+]3c4n2CCCCC4=C(c2ccccc2)C3)cc1 | 15 | 10 | 14 | 2
51 | O=C(CSCc1cccc(Cl)c1)NCc1ccc2c(c1)OCO2 | 12 | -4 | -17 | 1

No. | Apaf1 inhib | 697 NFkB inh | UBC13 polyUb | SENP8 inh
37 | 2 | 18 | 10 | -2
38 | 18 | -6 | 1 | 3
39 | 1 | 13 | 0 | 0
40 | -4 | 12 | 6 | -4
41 | 0 | 1 | -14 | -13
42 | -14 | 13 | -3 | 6
43 | 4 | -18 | 9 | -1
44 | 4 | 15 | 7 | -3
45 | 0 | 13 | -2 | 3
46 | 1 | 6 | -5 | -13
47 | -5 | -4 | 0 | -9
48 | 2 | 4 | -1 | -3
49 | 8 | -5 | -5 | 0
50 | 0 | 17 | 32 | 4
51 | 1 | 3 | 14 | -6

Of the compounds above, these have fluorine:
No. | structure | Jurkat NFkB inh | SENP7 inh | Gli-Sufu block | HKDC1 inh
3 | CC1=NN(C(=O)Cn2nc([N+](=O)[O-])c(Br)c2C)C(O)(C(F)(F)F)C1 (configuration not stated) | -6 | -1 | -8 | 4
8 | O=C(COc1cccc(F)c1)NNC(=O)Cc1ccc(Br)cc1 | -1 | 2 | -2 | 4
10 | COC(=O)C(NC(=O)c1ccc(C)cc1)(Nc1cccc(C)n1)C(F)(F)F (configuration not stated) | -1 | -1 | -21 | -2
20 | CC1CCc2cc(F)cc3c(O)c(C(=O)NCC4CCCO4)c(=O)n1c23 (configuration not stated) | -17 | 5 | 3 | -14
30 | Cc1cccc(C(C(N)=O)c2ncc(C(F)(F)F)cc2Cl)c1 (configuration not stated) | 16 | 0 | -13 | -6
38 | O=C(NCc1cccc(C(F)(F)F)c1)c1cccc(Cl)c1Cl | -15 | 5 | -21 | -14
42 | CN(c1ccc(OCC(=O)N2CCOCC2)cc1)S(=O)(=O)c1ccc(F)cc1 | -7 | -6 | -4 | -4

No. | Apaf1 inhib | 697 NFkB inh | UBC13 polyUb | SENP8 inh
3 | 5 | -21 | -5 | -2
8 | 5 | 11 | 8 | -8
10 | 14 | -18 | 4 | 8
20 | 21 | 0 | ? | 7
30 | 0 | 18 | 9 | 4
38 | 18 | -6 | 1 | 3
42 | -14 | 13 | -3 | 6
